Compound activity (PubChem)
DUSP3 inh: VHR1 phosphatase inhibitors, primary screen, biochemical, colorimetric, HTS; Dual specificity protein phosphatase 3 (Homo sapiens), P51452; recombinant VHR phosphatase, colorimetric substrate read-out; inhibition, % at 20 µM; 0.7% of 50,000 active; AID 1992, 2009; in the data active = inhibition above about 60%; also: some results filed as inactive read as strong as hits
Target sequence (P51452 whole entry, looked up): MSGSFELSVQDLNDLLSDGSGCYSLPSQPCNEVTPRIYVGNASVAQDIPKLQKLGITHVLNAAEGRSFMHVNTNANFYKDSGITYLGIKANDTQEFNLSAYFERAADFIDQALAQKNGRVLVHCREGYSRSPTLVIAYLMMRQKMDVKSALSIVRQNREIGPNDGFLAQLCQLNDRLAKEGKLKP
* hit, by the source's call. The list is partial. The share of hits here may be higher or lower than overall.

compound	DUSP3 inh
O=C(c1ccc(-c2ccccc2)cc1)N1CCN(C2CCN(Cc3ccccc3)CC2)CC1	7.6
COc1cc(OC)cc(C(=O)N2CCN(C(c3ccccc3)c3ccccc3)CC2)c1	-19.3
COc1ccc(-c2cc3nc[nH]c(=O)c3s2)cc1	-1.9
O=C(CCN1C(=O)c2cccc3cccc(c23)C1=O)NCc1ccco1	1.0
C=CCNC(=O)CN(c1ccc(OC)cc1)S(=O)(=O)c1ccc(C)cc1	-11.7
COc1cc(C2SCC(=O)N2Cc2ccco2)ccc1O (centres undefined)	-3.1
O=S(=O)(Cc1ccc(Cl)cc1)CC(O)COCc1ccccc1 (centres undefined)	-0.5
COC(=O)C12CC3CC(CC(C(=O)OC)(C1)C31SCCS1)C21SCCS1	-7.1

More entries:
compound	DUSP3 inh
COc1ccc2nc(SCC(=O)NCCc3ccccc3)[nH]c2c1	-2.6
COc1cc(/C=C2/SC(=S)N(C)C2=O)cc(Cl)c1OCc1ccccc1Cl	-2.7
COc1cc(NC(=O)/C=C/c2ccccc2)cc(OC)c1	4.8
CC(=O)c1cccc(NC(=O)C(C)Sc2ccc(Cl)cc2)c1 (centres undefined)	2.9
CCSCCOC(=O)C1=C(C)NC(=O)NC1c1cc(OC)c(OC)c(OC)c1 (centres undefined)	-23.6
CC(=O)n1cc(/C=C2\Sc3ccccc3C2=O)c(-c2ccccc2)n1	19.4
COc1cc(/C=C(\C#N)c2nn(CCO)c(N)c2C#N)ccc1OCc1ccc(Cl)cc1Cl	-5.7
Cc1c(C(=O)N2CCC(C)CC2)cccc1[N+](=O)[O-]	-27.3

(cont.)
compound	DUSP3 inh
Nc1ccc(S(=O)(=O)Nc2cccc3cccnc23)cc1	-19.0
Cc1cccc(OCCOc2ccc(Cl)cc2/C=C2/SC(=S)N(C)C2=O)c1	-5.8
C=CCN1C(=O)/C(=C\c2ccc3c(c2)OCO3)C(=O)NC1=S	-0.2
CCO/N=C(\c1nonc1N)N1CCOCC1	-20.2
O=C(c1ccc(Br)cc1)N1CCN(c2ccc(Cl)cc2[N+](=O)[O-])CC1	1.6
O=C(O)CN(c1cccc(Cl)c1)S(=O)(=O)c1ccccc1	-9.3
CCOc1cccc(-c2cc(C(=O)Nc3nnc(C)s3)c3ccccc3n2)c1	-2.4
O=C(N/N=C\c1ccccc1Br)c1cnccn1	-0.4

Next part:
compound	DUSP3 inh
O=C(CSc1nnc(-c2ccco2)n1-c1ccccc1)Nc1ccccc1[N+](=O)[O-]	-0.9
CC(C)(C)C1(O)CC(C(F)(F)F)=NN1C(=O)CCc1ccccc1 (centres undefined)	-9.7
O=C(Nc1cccc([N+](=O)[O-])c1)c1ccc2ccccc2n1	-3.2
O=S(=O)(Nc1ccccc1)c1ccc2c(c1)OCCO2	-1.5
COC(=O)C1=C(C)N(c2cccc(C(F)(F)F)c2)C(=O)C1	4.1
CC1=C(C(=O)Nc2cccc(C)c2)C(c2ccc(Br)cc2)NC(=S)N1 (centres undefined)	84.2
COc1ccc2c(C)c(C(=O)O)oc2c1OC	-5.5
CCc1c(C#N)c(N)nc(SCC(=O)c2ccc(C)cc2)c1C#N	-8.5

The list goes on.
compound	DUSP3 inh
CON1C(=O)CN(C(C)=O)C1c1ccc(Cl)cc1Cl (centres undefined)	-3.7
CCN(CC)S(=O)(=O)c1cc(C(=O)Nc2ccccc2OC)ccc1Cl	9.9
Cc1ccc(/C=C(\C#N)c2nc(-c3ccc([N+](=O)[O-])cc3)cs2)o1	4.9
c1ccc2[nH]c(CSc3nc4ccccc4s3)nc2c1	2.4
COc1ccc(N(CC(=O)O)S(=O)(=O)c2ccc(NC(C)=O)cc2)cc1	17.4
CC(C)=N/N=C1/NC(=O)C(CC(=O)Nc2ccc(C)c(C)c2)S1 (centres undefined)	-1.3
COc1ccccc1C(=O)Nc1cc(C(F)(F)F)ccc1Br	-0.6
NC(=O)SCC(=O)Nc1cccc(F)c1	-7.9

Continuation:
compound	DUSP3 inh
CCN1C(=O)/C(=C/c2cccc(Cl)c2Cl)SC1=S	0.9
O=C(NCCNC(=O)c1cccc(O)c1)c1cccc(O)c1	14.6
O=C1C(Cl)=C(Nc2ccccc2F)C(=O)N1c1ccc(Br)cc1	-9.2
COc1cccc(N=Cc2c(O)n(-c3ccccc3C)c(=O)[nH]c2=O)c1	-7.4
Cc1ccc2nc(C)c(C(=O)NN=C3CCN(C)CC3)n2c1	44.5
CN1CCN(CCCCOc2cccc3ccccc23)CC1	-8.6
O=C1CC(N2CCN(c3ccccc3F)CC2)C(=O)N1c1cccc(Cl)c1 (centres undefined)	-24.1
CC1(C)CC(=O)C2=C(C1)OC1=C(C(=O)CC(C)(C)C1)C2c1c(O)ccc2ccccc12	-1.3

(more compounds)
compound	DUSP3 inh
Cc1ccccc1C(=O)NNC(=O)c1ccco1	-7.3
CCN1C(=O)/C(=C\c2ccc(-c3ccc(Cl)cc3Cl)o2)SC1=S	13.3
c1ccc(C2CCC(N3CCN(Cc4ccncc4)CC3)CC2)cc1 (centres undefined)	-6.8
Cc1cccc(C(=O)N2CCN(C)CC2)c1	5.5
O=C(NCCN1CCOCC1)c1ccc(F)cc1	-7.6
COc1ccc(CNc2cccc(C)c2)cc1	-2.1
O=C(NCC1CCN(C(=O)c2c(F)c(F)c(F)c(F)c2F)CC1)c1c(F)c(F)c(F)c(F)c1F	-15.4
NC(=O)c1ccccc1NC(=O)c1ccncc1	-13.6

(next part)
compound	DUSP3 inh
COc1ccc(Cn2c(O)c(/C=C3\C=CC=N3)c(=O)[nH]c2=O)cc1	-7.6
O=C1NC2=Nc3ccccc3SC(c3ccccc3)=C2C(c2ccc(O)cc2)N1 (centres undefined)	-12.7
O=C(NCc1ccc2c(c1)OCO2)C(=O)Nc1cccc(Cl)c1Cl	4.2
CCOc1cc(C(=O)NCCN2CCOCC2)cc(OCC)c1OCC	-5.6
COc1ccc(S(=O)(=O)Nc2cc([N+](=O)[O-])ccc2OC)cc1	-11.2
CC(C)(C)c1cc(Cc2ccccc2)no1	-8.0
O=[N+]([O-])c1ccccc1/C=N/Nc1nc(-c2ccccc2)cc(-c2ccccc2O)n1	22.4
Cc1c(C(=O)Nc2ccc3oc(-c4ccc(Cl)cc4Cl)nc3c2)cccc1[N+](=O)[O-]	-0.3

(continued)
compound	DUSP3 inh
CC(Oc1ccccc1)C(=O)NCc1ccccn1 (centres undefined)	-15.4
O=C(N/N=C/c1ccco1)C1CC(=O)N(c2ccccc2)C1 (centres undefined)	-1.1
Cc1ccc(S(=O)(=O)N2C(=S)SCC2(C)C)cc1	19.8
COc1cc(C2Nc3ccc4ncccc4c3C3=C2C(=O)CCC3)cc(OC)c1OC (centres undefined)	-16.1
Cc1cccc(C)c1NS(=O)(=O)c1ccccc1	-7.7
O=C(CSCCNS(=O)(=O)c1ccccc1)Nc1ccccc1	-4.2
O=C(Nc1cccc(Cl)c1)c1cc([N+](=O)[O-])ccc1Cl	-6.3
O=C(CO/N=C/c1ccccc1)N=Nc1c(O)[nH]c2ccc(Br)cc12	2.1

By substructure, the compounds so far with a tert-butyl group (2)
compound	DUSP3 inh
CC(C)(C)C1(O)CC(C(F)(F)F)=NN1C(=O)CCc1ccccc1 (centres undefined)	-9.7
CC(C)(C)c1cc(Cc2ccccc2)no1	-8.0

Additional structures follow:
compound	DUSP3 inh
CC1=C(C(=O)c2ccccc2)C(c2cccc(F)c2)NC(=O)N1 (centres undefined)	-26.9
CCOC(=O)c1ccccc1NC(=O)c1cc(Cl)ccc1OC	-1.8
O=C1/C(=C\C=C\c2ccccc2)SC(=S)N1Cc1ccc(Cl)c(Cl)c1	30.3
CCCc1cc(C(=O)OC)c(NC(=O)CCC(=O)O)s1	-16.5
COc1cc(NC(=O)c2ccc(-c3ccc(Cl)cc3)o2)ccc1NC(=O)c1ccco1	-0.2
O=C1CN(S(=O)(=O)c2ccccc2)C(c2ccccc2)c2cc(Br)ccc2N1 (centres undefined)	-33.9
CC1=CC(C)C2COC(c3ccc[n+](C)c3)C1C2C (centres undefined)	-16.3
CC(C)CNC(=O)c1cccc(NC(=O)/C=C/c2ccccc2)c1	1.1

(cont.)
compound	DUSP3 inh
Cc1ccc(-c2nc3ccccc3c(=O)[nH]2)cc1	-23.7
COc1cc(CNc2nc3ccccc3n2CCN2CCCCC2)cc(OC)c1OC	5.4
O=C(N/N=C/c1ccc[nH]1)c1sc2ccccc2c1Cl	-24.9
COc1ccc(C2Nc3ccccc3C(=O)N2Cc2ccco2)cc1Cn1nnc2ccccc21 (centres undefined)	-3.0
O=C1NC(=O)C(=Cc2cc(Cl)c(OCc3cccc(F)c3)c(Cl)c2)C(=O)N1	7.9
Cc1cc(C(=O)N2CCN(c3ccc(F)cc3)CC2)ccc1[N+](=O)[O-]	-23.8
O=C(c1ccncc1)N1N=C(C(F)(F)F)CC1(O)c1ccc(Cl)cc1 (centres undefined)	-5.4
COc1ccc(Br)cc1C(=O)Nc1cccnc1	-9.4

(further entries)
compound	DUSP3 inh
Clc1cccc(OCCCCCN2CCOCC2)c1	-3.1
CCn1c2ccccc2c2cc(CN3CCN(C(=O)c4ccncc4)CC3)ccc21	8.9
Cc1ccc(C(=O)NN(c2ccccc2)c2ccccc2)cc1[N+](=O)[O-]	98.3
Cc1ccc(C(=O)NCC2CCCO2)cc1 (centres undefined)	-17.8
O=[N+]([O-])c1ccc(N2CCCC2)cc1N1CCCCC1	-14.5
CCOC(=O)c1ccccc1NC(=O)c1ccccc1	-11.1
Cc1ccc(C)c(OCC(O)CN2CCC(Cc3ccccc3)CC2)c1 (centres undefined)	-2.3
NS(=O)(=O)c1ccc(NC(=S)NC(=O)c2ccccc2)cc1	-16.2

(next part)
compound	DUSP3 inh
COc1ccc([N+](=O)[O-])cc1NC(=O)C1C2CCC(C2=C(C)C)C1C(=O)O (centres undefined)	1.9
Cc1cc(C)c2c(N)c(C#N)sc2n1	-4.1
COc1ccc(NC(=S)NC(=O)c2ccc(F)cc2)cc1	-14.5
COc1cc(NC(=O)CC(c2ccccc2)c2ccccc2)c(OC)cc1Cl	23.4
COc1ccccc1/C=C1\SC(=S)N(CC(C)C)C1=O	-23.6
C=CCNCCCCOc1cc(C)c(Cl)c(C)c1	-1.8
CN1CCN(NC(=S)Nc2cccc(Cl)c2)CC1	2.5
O=C(Nc1ccc(Cl)c(Cl)c1)c1cc2n(n1)C(C(F)(F)F)CC(c1ccccc1)N2 (centres undefined)	-1.0

The results go on:
compound	DUSP3 inh
Cc1cc(/C=C2\C(=O)NC(=O)N(C)C2=O)c(C)n1-c1ccc(N(C)C)cc1	0.1
O=C(CCn1c2ccccc2c2ccccc21)NNC(=S)Nc1ccccc1	-18.1
CCOc1cccc(/C=N/NC(=O)C2=C(C)Nc3ccccc3S2)c1O	8.5
O=C1/C(=C\c2ccc(OS(=O)(=O)c3ccccc3[N+](=O)[O-])cc2)SC(=S)N1c1ccccc1	-9.0
Cc1cccc(C(=O)NN2CCN(C)CC2)c1	-1.7
COc1ccc(-c2nc3c(n2O)CCc2c-3no[n+]2[O-])cc1	-17.5
O=C(O)CCC(C(=O)O)N1C(=O)/C(=C\C(Cl)=C/c2ccc([N+](=O)[O-])cc2)SC1=S (centres undefined)	-12.5
O=C(NC(Cc1ccccc1)C(=O)NCCc1c[nH]c2ccccc12)OCc1ccccc1 (centres undefined)	-2.9

Additional compounds
compound	DUSP3 inh
O=C(c1cccc(Cl)c1)N1CCc2ccccc21	0.5
Cc1ccccc1-c1nnc(NC(=O)Nc2ccc(Cl)c(Cl)c2)s1	-8.3
COc1ccc2nc(SCC(=O)Nc3ccc(C)cc3)[nH]c2c1	-4.4
CC1CCN(CCCCOc2c(Cl)cccc2Cl)CC1	-11.4
CCCCc1c(C)nc(N/N=C/c2ccc(OCCC)cc2O)[nH]c1=O	-28.8
COCCCNC(=O)C(=O)Nc1cc(C)ccc1OC	-6.1
CS(=O)(=O)N(Cc1ccc(Cl)cc1)c1ccc(C(=O)NCc2ccncc2)cc1	-0.8
COc1cc(C(=O)NC(NC(=S)Nc2ccc(Cl)cc2Cl)C(Cl)(Cl)Cl)cc(OC)c1OC (centres undefined)	-1.5

(next part)
compound	DUSP3 inh
O=C(Nc1ccc(Cl)c(-c2nc3ccccc3o2)c1)c1cccc(F)c1	-5.1
CN1C2=NC(=O)/C(=C/c3ccc([N+](=O)[O-])s3)N2c2ccccc21	1.2
O=C(NN1C(=O)/C(=C/c2ccc(Br)cc2)SC1=S)c1ccncc1	-1.6
COc1ccc(NC(=O)CCc2ccccc2)cc1Cl	-1.8
COCCN1C(=O)/C(=C/C=C/c2ccccc2)SC1=S	5.7
CN(CCO)C1=NS(=O)(=O)c2ccccc21	-9.9
Cc1onc(-c2c(Cl)cccc2Cl)c1C(=O)Nc1ccc(S(=O)(=O)Nc2nccs2)cc1	-9.0
CN(C)c1ccc(/C=C/C(=O)c2ccc(I)cc2)cc1	1.3

3 structures out of the list, sorted by SMILES length, lowest first:
compound	DUSP3 inh
CN(C)c1ccc(/C=C/C(=O)c2ccc(I)cc2)cc1	1.3
O=C(Nc1ccc(Cl)c(-c2nc3ccccc3o2)c1)c1cccc(F)c1	-5.1
CN1C2=NC(=O)/C(=C/c3ccc([N+](=O)[O-])s3)N2c2ccccc21	1.2

Continued.
compound	DUSP3 inh
CCCC(=O)Nc1ccc(NC(=O)c2cccc([N+](=O)[O-])c2)cc1	28.1
Cc1ccc(C(=O)Nc2ccc(Cl)cc2C(=O)c2ccccc2)cc1[N+](=O)[O-]	-6.5
O=C(Nc1ccc(Cc2ccncc2)cc1)c1cccc([N+](=O)[O-])c1	6.8
O=S(=O)(Nc1ccccc1C(F)(F)F)c1ccccc1	-5.8
Cn1c(=O)c2c(ncn2CC(=O)N2CCN(Cc3ccccc3)CC2)n(C)c1=O	-8.1
Oc1c(/C=N/Nc2nc3ccccc3s2)sc2ccccc12	9.5
C=CCn1c(CCCN2C(=O)c3cccc4cccc(c34)C2=O)nnc1SCC(=O)O	17.1
N/C(=N\S(=O)(=O)c1ccccc1)c1cccc(Cl)c1	-7.4
COc1ccc(OC)c(N/C(N)=N/c2nc(C(F)(F)F)cc(=O)[nH]2)c1	-9.8
Cc1ccc(OCC(=O)Nc2ccc3oc(-c4cccnc4)nc3c2)c(C)c1	-2.0
